Assay outcomes deposited in PubChem BioAssay by National Center for Advancing Translational Sciences (NCATS).
KCNH2 3.1 block: blocks the human KCNH2 3.1 channel isoform. AID 720553. U2OS KCNH2 3.1, thallium flux FluxOr; active compounds read low. activity change, % (tested at about 1.8 µM). 0.95% of 340,000 active;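 active = maximum activity change below -70%; inconclusive = maximum activity change from -70% to -50%; inactive = maximum activity change above -50%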;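 note: thallium influx rate constant from kinetic fluorescence after stimulation buffer; % is set by controls: 0 for no effect and ±100 for the full control effect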
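Steps: virus added to U2OS suspension (4 h, RT, dark); medium with 10% FBS added, cells plated, 37 C overnight; FluxOr/Red40 loading buffer 45 min RT; stimulation buffer, 2 min kinetic read; rate constant normalized.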
AT treatment: potential ataxia-telangiectasia treatments restoring KAP-1 phosphorylation | […] A-T fibroblasts, KAP-1 phosphorylation AlphaLISA; neocarzinostatin DNA damage 30 min before lysis | Potency, µM (series often up to 57.5 µM), without a hit: at the highest dose activation, usual class: activators | 0.19% of 320,000 active | AID 485349; note: potency is the fitted concentration of half-maximal effect; % of control where 0% means no effect; nearly all actives have a fitted effect of over 45% in size
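ATM-like activity read as KAP-1 phosphorylation via AlphaLISA donor/acceptor antibody pairs after lysis and 6 hr at 25C. Cells were ATM-null patient fibroblasts ([…], hTERT), dosed 60 min, then exposed to the DSB inducer NCS for 30 min.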
MLL CXXC-DNA inh: MLL CXXC-DNA interaction inhibition. MLL-CXXC / FITC-HOXA9 DNA fluorescence polarization. AID 2662. Potency, µM (top dose mostly 115 µM), inactives show at the highest dose activity change, negative = inhibition, most hits filed as inhibitors. 0.037% of 290,000 active. Q03164; active = well fitted inhibition curve with a large enough effect in the polarisation, with a control signal flat, not every such curve was filed as active; inconclusive = small, poorly fitted or top-dose-only effect, or effect the other way, or a change in a side signal; inactive = no such curve, though single readings can be large or run the other way; the % refers to the polarisation; note: potency is the fitted concentration of half-maximal effect
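Fluorescence polarization: 7 uM MLL-CXXC (stock) preincubated 5 min with compounds, then 50 nM fluorescein-HOX-A9 DNA (stock) added; 30 min ambient. Buffer 50 mM Tris-HCl pH 7.5, 50 mM NaCl, 1 mM DTT, 0.05% BSA.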
GALK inhibitor: inhibitors of human galactokinase. P51570. Purified GALK, Kinase-Glo residual ATP luminescence. Potency, µM (doses to about 57.5 µM), for the others: at the highest dose activity change, negative = inhibition, actives largely listed as inhibitors. 0.007% of 270,000 active. AID 1868; note: potency is the fitted concentration of half-maximal effect; % is set by controls: 0 for no effect and ±100 for the full control effect
Target sequence (P51570 whole entry, looked up): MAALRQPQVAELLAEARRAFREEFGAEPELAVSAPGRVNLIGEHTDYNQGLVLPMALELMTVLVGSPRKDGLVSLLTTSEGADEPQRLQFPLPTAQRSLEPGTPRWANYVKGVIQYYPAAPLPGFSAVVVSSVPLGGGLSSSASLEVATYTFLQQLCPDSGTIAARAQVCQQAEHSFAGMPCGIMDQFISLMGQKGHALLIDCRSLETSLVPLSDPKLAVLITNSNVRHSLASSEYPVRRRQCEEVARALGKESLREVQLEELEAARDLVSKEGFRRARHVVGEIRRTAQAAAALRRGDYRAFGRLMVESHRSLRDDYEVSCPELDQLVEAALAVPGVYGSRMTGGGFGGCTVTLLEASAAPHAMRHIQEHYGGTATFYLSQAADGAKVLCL
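Compounds were pin-transferred into ATP buffer (35 uM final), then GALK plus galactose (5 nM, 100 uM final) was added. After 1 h at room temperature, Kinase-Glo Plus was added and luminescence read after 10 min.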
Coupling enz: coupling enzyme interference in Giardia aldolase counter-screen; coupling enzyme system counterscreen, AmpLite Red fluorescence; activity change, negative = inhibition, % at 58.2 µM, hits read low; 0.67% of 290,000 active; in the data active = activity change below about -30%; note: % is set by controls: 0 for no effect and ±100 for the full control effect
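Coupling enzymes only (glyceraldehyde-3-phosphate) + compound, at 57.5 uM final, 10 min RT; add substrate/coupling/AmpLite Red mix, 20 min RT; fluorescence ex 525/em 598 nm. Actives flag coupling-system interference.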
MBNL1 CUG block: inhibitors of human MBNL1 binding to CUG repeat RNA | Q9NR56 | TR-FRET MBNL1-His/biotin-(CUG)12 binding, 665/545 ratio | Potency, µM (highest dose often 57.5 µM), for the others: at the highest dose activity change, negative = inhibition, hits mostly inhibitors | 0.036% of 280,000 active; active = well fitted inhibition curve with a large enough effect in the signal ratio, with a control signal flat, not every such curve was filed as active; inconclusive = small, poorly fitted or top-dose-only effect, or effect the other way, or a change in a side signal; inactive = no such curve, though single readings can be large or run the other way; the % refers to the signal ratio; note: potency is the fitted concentration of half-maximal effect; % is set by controls: 0 for no effect and ±100 for the full control effect
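Ratiometric TR-FRET (665 over 545 nm, excitation 340 nm) tracks disruption of MBNL1-His/biotin-(CUG)12 complex after 60 min at room temperature, with compounds at 92 nM to 58 uM final.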
TRPV1 agonist: human TRPV1 agonism; Q8NER1; TRPV1-expressing cells, Fluo-8 calcium influx, agonist mode; activation, % at 8.33 µM; 0.19% of 320,000 active; AID 540275; in the data active = activation above about 80%; inconclusive = between about 30% and that limit; note: 0% is about no effect
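Fluo-8 calcium influx in TRPV1-expressing cells, kinetic read (ex 480/em 520 nm). Compound added and read 3 min for agonist activity, followed by capsaicin at EC20 final and 2 min further read for enhancement.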
a7 integrin act: integrin-mediated muscular dystrophy alleviation activation. alpha7betagal myoblasts, beta-gal FDG fluorescence, 48 h. Potency, µM (top dose mostly 38.3 µM), for inactives: top-dose activation, actives largely listed as activators. 0.064% of 350,000 active;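 note: potency is the fitted concentration of half-maximal effect; 100% = response of the positive control SU9516; nearly all actives have a fitted effect of over 60% in size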
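alpha7betagal+/- myoblasts (passage 13, 250/well) treated 48 h at 37C with compounds at 1:260 dilution of DMSO stock. Lysed, then beta-galactosidase activity read as FDG fluorescence (ex 480/em 540) after 30 min, with pre-read for autofluorescence.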
ASM inhibitor: blocks human secretory acid sphingomyelinase. AID 504937. P17405. placental ASM, HMU-PC fluorogenic substrate, 60 min. 0.006% of 340,000 active. Potency, µM (highest dose often 57.5 µM), without a hit: at the highest dose activity change, negative = inhibition, usual class: inhibitors; note: potency is the fitted concentration of half-maximal effect
Target sequence (P17405 47-631 limits assumed): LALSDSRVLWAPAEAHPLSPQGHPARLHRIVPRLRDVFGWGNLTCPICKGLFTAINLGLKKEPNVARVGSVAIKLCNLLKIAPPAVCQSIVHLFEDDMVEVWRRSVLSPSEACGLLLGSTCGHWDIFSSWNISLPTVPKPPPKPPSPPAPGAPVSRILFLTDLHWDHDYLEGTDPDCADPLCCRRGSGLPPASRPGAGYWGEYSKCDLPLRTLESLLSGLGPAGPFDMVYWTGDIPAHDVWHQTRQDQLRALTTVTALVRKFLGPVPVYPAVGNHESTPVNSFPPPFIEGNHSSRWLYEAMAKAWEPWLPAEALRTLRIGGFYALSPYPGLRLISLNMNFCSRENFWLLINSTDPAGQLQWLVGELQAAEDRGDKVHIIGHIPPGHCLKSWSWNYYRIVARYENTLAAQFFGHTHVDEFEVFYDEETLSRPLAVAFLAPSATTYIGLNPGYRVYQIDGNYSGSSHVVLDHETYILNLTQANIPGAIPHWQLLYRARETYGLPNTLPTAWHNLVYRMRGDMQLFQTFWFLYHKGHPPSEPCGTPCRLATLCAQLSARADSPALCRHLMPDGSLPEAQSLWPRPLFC
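Fluorogenic HMU-PC substrate (9 uM final) is turned over by placental ASM in 60 min at 37 C after a 10 min compound preincubation. Reaction ended by alkaline stop (pH 10), with fluorescence read at 386/447 nm.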
hERG WT inh: KCNH2 (human, wildtype) channel inhibition; activity change, % at 1.84 µM; AID 720551; Q12809; 0.37% of 340,000 active; U2OS, BacMam KCNH2, thallium flux FluxOr; active compounds read low;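 active = maximum activity change below -70%; inconclusive = maximum activity change between -70% and -50%; inactive = maximum activity change above -50%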; note: % is set by controls: 0 for no effect and ±100 for the full control effect
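U2OS cells transduced with wild-type KCNH2 virus are loaded with FluxOr dye for 45 min, and thallium flux is measured in kinetic reads before and after stimulation buffer. Rate constants are normalized to DMSO controls.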
* hit, by the source's call; ? = inconclusive; · = not tested or not shown; [ ] = remark or other dose. Unless noted, calls come from the whole dose curve; as a rule, active = well fitted curve in the direction sought with a large enough effect; inconclusive = small, poorly fitted or top-dose-only effect, or another doubt; inactive = no such curve, though single readings can be large; an effect the other way counts as inactive or inconclusive. Rows were taken by chance; any-hit rate near 2%.

SMILES | KCNH2 3.1 block | AT treatment | MLL CXXC-DNA inh | GALK inhibitor | Coupling enz | MBNL1 CUG block | TRPV1 agonist | a7 integrin act | ASM inhibitor | hERG WT inh
O=C(O)c1cccc(NC(=S)N/N=C/c2ccccc2OCc2ccc(Br)cc2)c1 | · | 5% | -13% | -11% | -4 | -1% | 1 | 39% | -20% | -9
Oc1ccc(N=Nc2n[nH]c(-c3ccc(Br)cc3)n2)cc1 | -6 | -4% | 33%[activator] | 0% | -2 | 10% | 7 | -48%[inhibitor] | -3% | -21
CCC1CCCCN1C(=O)CCCOc1ccccc1 (configuration not stated) | 2 | · | 16% | 2% | 2 | -3% | -4 | -46%[inhibitor] | -1% | 1
COc1ccc(C2c3[nH]c4ccccc4c3CCN2Cc2ccoc2)c(F)c1 (configuration not stated) | -22 | -5% | 3% | -2% | -3 | 29% | 1 | -8% | 13% | -4
COc1ccc(-c2cc(C(=O)Nc3ccc(C)c(C)c3)no2)cc1 | -21 | 13µM* | 5% | · | 0 | -7% | -2 | -14% | 3% | -3
CCOC(=O)N1CCN(c2ncnc3c2[nH]c2ccc(OC)cc23)CC1 | 21 | -3% | -1% | 1% | -2 | -7% | -1 | -33% | 157%[activator] | 4
O=c1cc(N2CCCCC2)c(-c2ccccc2)nn1Cc1ccccc1Cl | -1 | 13% | -3% | -1% | 2 | -3% | · | -8% | -13% | -6
Cc1ccc2c(c1)c1c(n2CC(O)CNC(CO)(CO)CO)CCCC1 (configuration not stated) | 4 | 30% | 2% | 3% | -24 | 1% | -1 | 3% | 0% | 20
C[C@H](NC(=O)c1nc[nH]c1C(=O)N(C)Cc1ccccc1)c1ccccc1 | 3 | 16% | · | · | · | · | 5 | 13% | -2% | -1
COc1ccc(N(CC(=O)NC(C)(C)C)C(=O)CCC(=O)Nc2nccs2)c(OC)c1 | 11 | -3% | -21% | 2% | -1 | -1% | 0 | -14% | 4% | -5
CCCNC(=O)c1oc2ccc3c(c2c1C)C(=O)CC(C)(C)O3 | 8 | 0% | -2% | -3% | -3 | ? | ? | 3% | 20% | 2
COc1ccc(C2=NOC(C(=O)NCc3cccs3)C2)cc1OC (configuration not stated) | 5 | 4% | 0% | 1% | 4 | -4% | -1 | -13% | -3% | -7
Nc1ccc(C(=O)c2cccs2)cc1 | -18 | 1% | 6% | · | 0 | 5%[11.5 µM] | -3 | 3% | 0% | -3
COc1ccc2oc(C(=O)N3CCCc4ccccc43)c(C)c2c1 | -20 | 9% | · | · | · | · | 17 | -2% | -3% | -3
COCCN(C(=O)CSc1n[nH]c(-c2ccccc2)n1)c1c(N)n(Cc2ccccc2)c(=O)[nH]c1=O | -4 | -1% | · | · | · | · | -5 | 10% | 9% | -31
COC(=O)c1cccc(NS(=O)(=O)c2cccs2)c1C | 29 | · | 3% | 0% | 1 | -9% | -1 | 18% | 2% | -3
Cc1cc(C)nc(Nc2cc([N+](=O)[O-])ccc2C)n1 | 11 | 0% | 9% | -1% | 1 | ? | 6 | -9% | -2% | 8
COc1ccccc1N1CCNC(C)C1=O (configuration not stated) | 10 | -38%[inhibitor] | -2% | 7% | 4 | -3% | 0 | 16% | -4% | -8
O=C(O)CCN1C(=O)C(=C2CCCCCC2)SC1=S | 0 | 2% | -27% | -4% | -2 | 14% | 3 | -48%[inhibitor] | -1% | 11
CCOC(=O)C(O)(C1C(=O)CC(C)(C)CC1=O)C(F)(F)F (configuration not stated) | -13 | 0% | -3% | 3% | 2 | 5% | 2 | 2% | 0% | 0
COC(=O)c1ccc(NC(=O)NC2CCCCC2)cc1 | -20 | 4% | 2% | 1% | 0 | 5% | ? | -12% | -2% | -27
Cc1sc2nc(C(C)C)nc(SCC(=O)NCc3ccco3)c2c1C | -16 | -1% | -4% | 1% | 2 | 4% | 14 | -35% | -6% | -7
COC(=O)c1cc(NC(=O)c2cc(C(C)(C)C)nn2Cc2cccc(C)c2)ccc1N1CCOCC1 | 32 | 11% | 36%[activator] | · | -2 | -13% | -4 | 39% | 0% | 6
CCN(CC)CCOC(=O)c1c(C)oc2ccc(OC)cc12 | -15 | 6% | -11% | 3% | 4 | -3% | -1 | 0% | 5% | 8
Cc1ccc(S(=O)(=O)NC(C)C(=O)Nc2ccc(C(N)=O)cc2)cc1 (configuration not stated) | -20 | 2% | 4% | 0% | -1 | 1% | 0 | -10% | 2% | 2
CC1=CC(c2ccccc2)n2nnnc2N1 (configuration not stated) | 4 | -3% | 1% | · | -2 | -7% | -1 | ? | 29% | 3
CC(C)NS(=O)(=O)c1ccc(Oc2ncc(C(F)(F)F)cc2Cl)cc1 | 6 | -4% | 2% | 0% | 0 | -5% | -1 | 16% | -2% | 1
C#CCn1cc(/C=N/NC(=O)c2cc3ccccc3o2)c2ccccc21 | -22 | 2% | 8% | 1% | -2 | 11% | -7 | 4% | 73% | -41
O=C(C[n+]1ccc(/C=C/c2ccccc2)cc1)c1ccc2c(c1)OCCO2 | -7 | -5% | 3% | 0% | 0 | ? | -4 | -54%[inhibitor] | 8% | 1
CSc1nnc(C(C)(C)C)c(=O)n1/N=C/c1ccc(Cl)cc1 | 3 | 5% | 5% | -1% | 2 | -3% | ? | -4% | -3% | 4

A draw from above in order of number of heavy atoms, ascending.
SMILES | KCNH2 3.1 block | AT treatment | MLL CXXC-DNA inh | GALK inhibitor | Coupling enz | MBNL1 CUG block | TRPV1 agonist | a7 integrin act | ASM inhibitor | hERG WT inh
CC1=CC(c2ccccc2)n2nnnc2N1 (configuration not stated) | 4 | -3% | 1% | · | -2 | -7% | -1 | ? | 29% | 3
Cc1cc(C)nc(Nc2cc([N+](=O)[O-])ccc2C)n1 | 11 | 0% | 9% | -1% | 1 | ? | 6 | -9% | -2% | 8
COC(=O)c1ccc(NC(=O)NC2CCCCC2)cc1 | -20 | 4% | 2% | 1% | 0 | 5% | ? | -12% | -2% | -27
CCOC(=O)C(O)(C1C(=O)CC(C)(C)CC1=O)C(F)(F)F (configuration not stated) | -13 | 0% | -3% | 3% | 2 | 5% | 2 | 2% | 0% | 0
CC(C)NS(=O)(=O)c1ccc(Oc2ncc(C(F)(F)F)cc2Cl)cc1 | 6 | -4% | 2% | 0% | 0 | -5% | -1 | 16% | -2% | 1
O=C(C[n+]1ccc(/C=C/c2ccccc2)cc1)c1ccc2c(c1)OCCO2 | -7 | -5% | 3% | 0% | 0 | ? | -4 | -54%[inhibitor] | 8% | 1
COC(=O)c1cc(NC(=O)c2cc(C(C)(C)C)nn2Cc2cccc(C)c2)ccc1N1CCOCC1 | 32 | 11% | 36%[activator] | · | -2 | -13% | -4 | 39% | 0% | 6

The list goes on:
SMILES | KCNH2 3.1 block | AT treatment | MLL CXXC-DNA inh | GALK inhibitor | Coupling enz | MBNL1 CUG block | TRPV1 agonist | a7 integrin act | ASM inhibitor | hERG WT inh
Cc1ccc(C2=NN=C(NC(=O)CSc3nncn3C)SC2)cc1 | 5 | -6% | ? | -1% | -2 | 5% | -1 | -27% | -1% | 0
CCNS(=O)(=O)c1ccc(NC(=O)Cc2ccc(F)cc2)cc1 | 2 | -2% | 2% | -7% | 0 | -5% | 6 | 2% | 2% | -6
C[C@H](NC(=O)c1[nH]cnc1C(=O)Nc1ccc(CNC(=O)OC(C)(C)C)cc1)C(=O)OCc1ccccc1 | -12 | -5% | 13% | -1% | -2 | 6% | 2 | -44% | -8% | 6
O=C1N[C@@H](Cc2cn(S(=O)(=O)c3ccccc3)c3ccccc23)C(=O)N[C@H]1Cc1ccccc1 | -3 | · | · | · | · | · | · | 2% | 0% | 12
Cc1n[nH]c(=O)c2c1nnn2Cc1ccc(F)cc1 | 3 | -11% | 9% | · | 1 | 4% | 1 | -5% | 0% | 2
Cc1nn(-c2ccccc2)c(C)c1C(=O)OCC(N)=O | 14 | -17% | 5% | 9% | 3 | -6% | 2 | 2% | 3% | 24
Cc1nn(C)c(C)c1NC(=O)c1ccc(S(=O)(=O)N(C)C)cc1 | -15 | 5% | 1% | 0% | 0 | -8% | -1 | -12% | 4% | 21
CC(C)(C)C(=O)Nc1cc(NC(=O)C(C)(C)C)cc(C(=O)Nc2cc(C(=O)O)cc(C(=O)O)c2)c1 | 9 | 4% | -1% | 1% | 0 | -6% | -6 | -13% | 18% | 1
COc1cc2c(cc1OC)C1=C(C#N)CC/C(=N\S(=O)(=O)c3ccccc3)N1CC2 | -1 | 2% | -2% | 2% | -2 | 31%[activator] | · | -15% | 31%[activator] | 5
